# Screening data (PubChem)
# ERAP1 HTS inh: ERAP1 (human) enzyme inhibition; 340,000 tested, 0.15% active; recombinant ERAP1, Leu-AMC fluorescence, 60 min; AID 652197; Q9NZ08; inhibition, % at 10.7 µM;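 active means mean replicate inhibition of at least 30%, or all replicates individually reaching that 30% level; inactive means mean below 30% and not every replicate reaching it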;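 further: 0% = neutral control wells and 100% = L-leucinethiol positive control wells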
# RAD54 branch: inhibitors of human RAD54 branch migration; RAD54 Holliday junction branch migration, FAM/BHQ fluorescence; inhibition, % at 10.4 µM; 360,000 tested, 0.14% active; Q92698;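 active means mean normalized replicate activity at least 40 and at least half of replicates scoring 40 or more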;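 further: 0% = median of neutral control wells and 100% = median of positive control wells; inhibitors cause a drop in the FAM fluorescence signal; in these data hits start at about 50%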
# PGC1a acetyl inh: modulators of PGC1a acetylation | 350,000 tested, 0.17% active | AID 651687 | inhibition, % at 15.6 µM | U2OS PGC1a acetylation, AlphaScreen anti-acetyl-lysine; with virally co-expressed GCN5 acetyltransferase;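 active means every replicate shows inhibition of at least 40%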;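 further: 0% = neutral control wells and 100% = positive control wells; some results beyond the cut were filed as inactive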
# miR-122 sensor: miR-122 inhibition in Huh7 cells. AID 602342. 340,000 tested, 0.3% active. Huh7 miR-122 Renilla luciferase sensor, 48 h; neutral wells = 0, positive control = 100. activation (reporter increase), % at 12.5 µM;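 active means mean replicate activation score at least 90 and every replicate individually at or above 90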;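 further: higher luciferase means less miR-122 activity so hits act as miR-122 inhibitors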
# PglD DTNB: inhibitors of Campylobacter jejuni PglD acetyltransferase | purified PglD enzyme, DTNB colorimetric CoA detection | inhibition, % at 12.5 µM | 360,000 tested, 0.098% active | AID 602405; in the data active means inhibition above about 16%, passing the limit was not always enough; further: strong numbers were not always called active
# RAD52 anneal inh: inhibitors of human RAD52 DNA annealing; P43351; recombinant RAD52 DNA annealing, FRET fluorescence; inhibition, % at 18.7 µM; 360,000 tested, 0.46% active;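 active means every replicate showing at least 50% inhibition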
# Target sequence (P43351 whole entry, looked up): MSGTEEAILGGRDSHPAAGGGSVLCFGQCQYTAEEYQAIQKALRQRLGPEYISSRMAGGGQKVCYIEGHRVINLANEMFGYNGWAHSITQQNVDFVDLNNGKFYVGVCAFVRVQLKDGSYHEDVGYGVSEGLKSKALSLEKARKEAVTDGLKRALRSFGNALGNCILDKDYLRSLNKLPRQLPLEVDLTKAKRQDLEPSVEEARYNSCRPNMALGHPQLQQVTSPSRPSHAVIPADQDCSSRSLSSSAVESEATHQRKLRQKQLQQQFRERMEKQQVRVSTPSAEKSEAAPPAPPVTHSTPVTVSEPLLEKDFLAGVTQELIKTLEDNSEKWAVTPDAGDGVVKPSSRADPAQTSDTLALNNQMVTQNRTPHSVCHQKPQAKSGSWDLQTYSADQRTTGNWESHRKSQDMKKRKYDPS
# Cneo AK release: causes C. neoformans cell lysis | lysis activity, % at 15 µM | adenylate kinase release luminescence, 4 h; normalised: neutral wells 0, clomiphene wells 100 | AID 651654 | 360,000 tested, 0.2% active;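 active means mean lysis activity across replicates of at least 80%, whatever share of replicates individually reach that level; inactive means mean lysis activity below 80%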
#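 Test system: log-phase Cryptococcus neoformans yeast cells; Quantity: yeast cell density of 5 × 10^6 cells/mL; Buffer or medium: YPD; Doses: single compound concentration per well; Timing: 4 h at 37 °C static, read 1 h later; Measured by: AK luminescence; Read-out basis: lysis from increased AK signal; Control set: Clomiphene as positive control.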
# E-sel inducer: E-selectin induction on HUVECs | P16581 | HUVEC E-selectin immunofluorescence imaging; normalized: neutral wells 0, TNF-alpha wells 100 | activation, % at 7.58 µM | 260,000 tested, 0.37% active | AID 686992;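 active means mean E-selectin-positive cell signal at least 10% of the positive control, reached in at least 60% of replicates, without over 20% cell loss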;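 further: in these data hits start at about 27%; measured in HUVEC primary endothelial cells; signal is the percent of cells scored E-selectin positive by PE staining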
# Target sequence (P16581 whole entry, looked up): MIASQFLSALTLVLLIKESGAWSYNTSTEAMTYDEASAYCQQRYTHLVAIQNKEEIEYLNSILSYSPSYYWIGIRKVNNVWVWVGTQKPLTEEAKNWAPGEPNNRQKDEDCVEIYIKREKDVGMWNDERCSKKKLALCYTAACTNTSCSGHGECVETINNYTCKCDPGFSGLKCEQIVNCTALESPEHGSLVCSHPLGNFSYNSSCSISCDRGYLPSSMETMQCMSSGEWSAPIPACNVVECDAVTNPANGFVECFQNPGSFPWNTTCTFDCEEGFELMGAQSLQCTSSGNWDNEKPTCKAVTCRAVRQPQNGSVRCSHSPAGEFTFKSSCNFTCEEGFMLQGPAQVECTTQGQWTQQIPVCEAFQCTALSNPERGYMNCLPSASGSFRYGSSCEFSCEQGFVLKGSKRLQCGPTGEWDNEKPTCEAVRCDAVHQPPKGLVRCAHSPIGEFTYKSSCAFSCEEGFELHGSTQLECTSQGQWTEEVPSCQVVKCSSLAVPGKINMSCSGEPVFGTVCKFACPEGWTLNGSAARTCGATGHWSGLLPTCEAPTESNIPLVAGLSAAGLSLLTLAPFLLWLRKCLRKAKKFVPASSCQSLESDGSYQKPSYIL
#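 System: HUVEC / Compound: single concentration / Signal: immunofluorescence imaging / Read-out: percent E-selectin-positive cells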
# * = called active by the depositor; / = not tested or not shown; & = joins results of further samples; [ ] = dose if it differs, or a comment.
# Each structure is followed by: ERAP1 HTS inh | RAD54 branch | PGC1a acetyl inh | miR-122 sensor | PglD DTNB | RAD52 anneal inh | Cneo AK release | E-sel inducer
> O=C(OCc1cccc(C(F)(F)F)c1)c1cc([N+](=O)[O-])ccc1N1CCOCC1
    2 | -13 | 5 | -6 | -7 | 3 | -4 | /
> O=S(=O)(O)c1cc2onnc2c2ccccc12
    -10 | -6 | 20 | -4 | 4 | -52 | 0 | 0.0
> Cc1[nH]c(C)c(S(=O)(=O)N2CCN(c3ccc(Cl)cc3)CC2)c1C(=O)N1CCCC1
    4 | -8 | / | -2 | 2 | -12 | -1 | /
> O=C(c1cc(-c2ccco2)on1)N1CCOCC1
    / | -5 | -1 | -3 | -3 | / | -2 | /
> COc1cccc(CSc2nnc(-c3ccncc3)n2N)c1
    -1 | -4 | -2 | -8 | 1 | 6 | -2 | 0.0
> Cc1noc(C)c1S(=O)(=O)N(C)C[C@@H]1Oc2ccc(NS(=O)(=O)c3ccc(F)cc3)cc2CC(=O)N([C@@H](C)CO)C[C@@H]1C
    -1 | / | 0 | -1[16.7 µM] | / | 1 | / | 1.0
> C[C@@H]1CN([C@@H](C)CO)C(=O)c2cc(NC(=O)Cc3cn(C)c4ccccc34)ccc2O[C@@H]1CN(C)S(C)(=O)=O
    1 | -3 | 2 | 1[16.7 µM] | -2 | 6 | -5 | -13
> O=C(O)c1[nH]c(-c2ccccc2)c2c1C(=O)N(C1CC1)C2=O
    4 | -18 | 6 | 0 | -4 | -8 | -27 | 0.9
> Oc1ccc(-c2[nH]ncc2-c2cccc3cccnc23)c(O)c1
    / | 13 | -2 | 3 | -6 | / | 2 | /
> CCCCCCCC(=O)NNC(=O)CC(=O)Nc1ccccc1C(=O)O
    / | 7 | -1 | -4 | -2 | / | 2 | /
> CC(C)(Oc1ccc(Cl)cc1)C(=O)NNC(=O)c1ccc(Br)o1
    -2 | 2 | / | -5 | 1 | -8 | 4 | -0.1
> O=C(Nc1ccc2ccccc2n1)c1ccccc1Br
    -1 | 1 | 0 | 9 | 3 | 5 | 3 | -8.3
> O=C(Nc1ccccc1)C1C(c2ccccc2)C1(Cl)Cl (configuration not stated)
    -1 | 2 | -18 | 3 | -5 | 5 | 9 | 0.3
> CC(Sc1nncs1)C(=O)Nc1ccc(S(=O)(=O)Nc2ncccn2)cc1 (configuration not stated)
    -4 | -7 | 3 | -6 | -4 | -14 | 1 | 0.1
> O=C(Cc1ccccc1)N1CC[C@@H]2[C@H](CO)Nc3ccc(C#Cc4cccc(F)c4)cc3[C@@H]21
    / | -7 | -1 | 7[16.7 µM] | 0 | / | -12 | 17
> COC(=O)c1ccc(NC(=O)c2ccc[n+]([O-])c2)cc1
    -3 | -6 | -8 | -2 | 2 | 1 | 7 | 0.2
> COc1cccc(CN(C)C(=O)c2ccc(COc3ccc(Cl)cc3)cc2)c1OC
    -1 | -3 | / | / | -8 | -5 | -3 | /
> C[C@H]1CN([C@@H](C)CO)C(=O)c2cc(C#Cc3cccc(F)c3)cnc2O[C@@H]1CN(C)CC1CCCC1
    0 | 0 | -18 | -18[16.7 µM] | 9 | 11 | 1 | /
> CCOCCCNC(=O)CNC(=S)N(Cc1ccccc1F)C1CCCCC1
    / | -3 | -5 | / | -6 | / | 0 | /
> COC(=O)c1ccc(/C=N/OCC(=O)Nc2cc(F)ccc2F)cc1
    0 | 2 | 11 | -2 | 1 | -10 | 0 | 2.3
> CCC(Cc1ccccc1)NC(=O)/C=C/c1ccco1 (configuration not stated)
    -1 | -5 | -14 | -2 | -7 | -14 | -5 | /
> CC(C)NC(=O)Nc1ccc2c(c1)C(=O)N([C@@H](C)CO)C[C@H](C)[C@H](CN(C)Cc1ccc(C(F)(F)F)cc1)O2
    1 | -19 | 6 | -7[16.7 µM] | 1 | -11 | -4 | 51*
> C[C@@H]1CN([C@@H](C)CO)C(=O)c2cccc(NC(=O)c3ccncc3)c2O[C@H]1CN(C)C(=O)Nc1ccc2c(c1)OCO2
    0 | -7 | 2 | -2[16.7 µM] | 2 | -6 | -2 | -11
> CCOc1ccc(N(CC(=O)NCCOc2ccccc2OC)S(=O)(=O)c2ccccc2)cc1
    6 | -8 | -11 | 0 | 6 | -10 | 1 | /
> COc1ccc2nc(N3CCC(C)CC3)c(C#N)cc2c1
    / | -12 | 2 | 3 | -1 | / | -4 | /
> COc1ccc(NC(=O)Nc2ccc3c(c2)CC(=O)N([C@H](C)CO)C[C@@H](C)[C@@H](CN(C)CC2CC2)O3)cc1
    0 | -6 | 0 | 2[16.7 µM] | -3 | -3 | 8 | -7.5
> O=c1oc2ccc(C#CC3(O)CCCCC3)cc2cc1-n1cc(-c2ccsc2)nn1
    -2 | -2 | / | 1 | -3 | -12 | -1 | -0.1
> COc1ccc(-c2ccc3c(c2)[C@H]2[C@H](CCN2S(=O)(=O)c2ccc(OC)cc2)[C@@H](CO)N3C)cc1
    0 | -4 | 2 | -6[16.7 µM] | -3 | 25 | 0 | 0.5
> S=C(Nc1ccccc1Cl)N1CCN(c2ccccn2)CC1
    0 | 4 | 8 | -8 | -1 | 6 | 0 | /
> COc1ccc(NCc2nnc(SCCN3CCCCC3)n2-c2ccc(C)cc2)cc1
    3 | 5 | 0 | -2 | -1 | 10 | 13 | /

# Brought forward from above: two entries, then new ones.
# Each structure is followed by: ERAP1 HTS inh | RAD54 branch | PGC1a acetyl inh | miR-122 sensor | PglD DTNB | RAD52 anneal inh | Cneo AK release | E-sel inducer
> S=C(Nc1ccccc1Cl)N1CCN(c2ccccn2)CC1
    0 | 4 | 8 | -8 | -1 | 6 | 0 | /
> COc1ccc(NCc2nnc(SCCN3CCCCC3)n2-c2ccc(C)cc2)cc1
    3 | 5 | 0 | -2 | -1 | 10 | 13 | /
> COc1cc(NC(=O)CCNC(=O)Cn2cnc3ccccc3c2=O)cc(OC)c1OC
    / | -1 | 1 | 2 | 4 | / | 0 | /
> C=CCOc1ccc(/C=N/NC(C)=O)cc1OCC
    -1 | / | 3 | 0 | / | -16 | / | /
> C=CCNc1ncnc2c1ncn2[C@H]1CN(Cc2ccc(F)cc2)C[C@@H](CO)O1
    4 | -5 | / | -3 | 5 | 7 | -1 | /
> COc1ccc(-n2ncc3c2CC(C)(C)CC3NC(=O)c2oc(C)cc2C)cc1 (configuration not stated)
    0 | -3 | -8 | 2 | -4 | -4 | 0 | -0.5
> O=C(CCCCC(=O)Sc1ccccc1)Sc1ccccc1
    -3 | 2 | -8 | -4 | -9 | -6 | -2 | -0.1
> CC(C)(C)C1c2[nH]c3ccccc3c2CCN1CCCn1cccn1 (configuration not stated)
    / | -3 | -5 | -2 | 2 | / | -1 | /
> COc1ccc(N2CCN(C(=O)c3c(-c4c(F)cccc4Cl)noc3C)CC2)cc1
    -1 | -5 | 1 | -2 | 1 | 4 | -2 | -0.1
> CC(=O)N[C@@H]1CC[C@@H](CCNC(=O)Nc2ccc(C(F)(F)F)cc2)O[C@@H]1CO
    1 | -2 | -16 | / | -3 | 13 | -2 | 0.8
> Oc1c(Br)cc(Br)cc1C=Nc1ccc2[nH]ncc2c1
    -7 | / | -1 | -4 | / | -5 | / | /
> O=C1CCCC2=C1C(c1ccc(Cl)cc1)N1C(=O)CCSC1=N2 (configuration not stated)
    / | -9 | -2 | -3 | 2 | / | -2 | /
> O=C(NCCO)c1cccc(-c2cnc3cccnn23)c1
    3 | -4 | / | 0 | 6 | -2 | -1 | 0.5
> COC(=O)c1cn(CC(=O)N2C(C)CCCC2C)c2ccccc12 (configuration not stated)
    / | -1 | 1 | -4 | -3 | / | 0 | /
> O=C(Nc1ccc2c(c1)OCO2)c1ccc(COc2ccc3c(c2)CCC3)o1
    / | 1 | -4 | -6 | 0 | / | -4 | /
> CCCc1nnc(SCC(=O)Nc2ccccc2Cl)n1CC1CCCO1 (configuration not stated)
    -1 | 5 | 5 | 0 | 15 | -8 | -2 | /
> COc1ccc(-c2csc(NC(=O)c3cccc(S(=O)(=O)N4CCN(C)CC4)c3)n2)cc1
    / | 5 | -16 | 2 | 5 | / | 4 | /
> C[C@@H]1CN([C@H](C)CO)C(=O)c2cc(Br)cnc2O[C@H]1CN(C)Cc1cccnc1
    14&3 | -3&1 | -2&-4 | -7 | -3&2 | -3&-1 | 0&-3 | 0.1&1.7
> C[C@H]1CN([C@@H](C)CO)C(=O)c2cc(NC(=O)Cc3cn(C)c4ccccc34)ccc2O[C@H]1CN(C)Cc1ccc(Oc2ccccc2)cc1
    -1 | 3 | 1 | -10[16.7 µM] | 3 | 37 | 3 | -0.2
> Cc1onc(-c2c(F)cccc2Cl)c1C(=O)OCc1cnc(Cl)s1
    -4 | 10 | -21 | 24 | -4 | -3 | -2 | /
> CCOc1ccc(N2CC(=O)N/C2=N\c2nc(C)cc(C)n2)cc1
    / | -2 | -3 | 4 | -4 | / | -1 | /
> O=c1[nH]c(Nc2ccc(F)cc2)cc2ccccc12
    1 | 12 | 15 | 5 | 32* | -11 | -2 | /
> CC(C)N(Cc1ccccc1)C(=O)COC(=O)c1cnccn1
    -1 | 9 | -5 | 3 | 2 | -10 | -1 | -0.9
> COc1ccc(S(=O)(=O)NCCSCc2ccco2)cc1Cl
    / | -12 | -3 | 19 | 7 | / | 2 | /
> O=C(NCc1ccco1)c1cccc2c1C(=O)c1ccc(N3CCCC3)cc1S2(=O)=O
    0 | -34 | 2 | 0 | -6 | -99 | 0 | 0.3
> Cc1cccc(OCc2nnc(SCC(=O)N3c4ccccc4CCc4ccccc43)o2)c1
    / | 1 | -10 | -18 | -1 | -7 | -1 | 7.6
> CCCN1CCc2c(sc(NC(=S)NC(=O)c3ccccc3)c2C#N)C1
    14 | / | 7 | / | / | 33 | / | 0.2
> CC(=O)Nc1cnc(-c2ccccc2O)cn1
    2 | -7 | -17 | -10 | -3 | -12 | -10 | -0.4
> CCCc1ccc(C(=O)CCC(=O)NNC(=O)c2ccncc2)cc1
    0 | -3 | -1 | -13 | -4 | 1 | -3 | /
> CO[C@H]1CN(C)C(=O)c2cc(NS(C)(=O)=O)ccc2OC[C@@H](C)N(C(=O)C2CCCCC2)C[C@H]1C
    4 | 0 | / | -2[16.7 µM] | 1 | -3 | 1 | -0.2
> CN(C)CC(=O)Nc1ccc2c(c1)[C@H]1C[C@H](CC(=O)NCc3ccccc3)O[C@H](CO)[C@H]1O2
    1 | -8 | -3 | -5[16.7 µM] | 0 | 6 | 4 | -0.1
> CN(C)c1ccc(/C=N\NC(=O)CC#N)cc1
    -6 | / | -8 | -6 | / | -72 | / | /
> O=C(CN1C(=O)COc2ccccc21)NCCCN1CCN(c2ccccc2F)CC1
    1 | 3 | 0 | 0 | -5 | -10 | 0 | /
> COc1ccc(-c2nc(CN3CCC(C(=O)N4CCOCC4)CC3)c(C)o2)c(OC)c1
    0 | 0 | -1 | -3 | 1 | -5 | 0 | /
> CC1=NOC(=O)/C1=C\c1ccc(-c2cccc(Cl)c2)o1
    / | 0 | 8 | 2 | -8 | / | -3 | /

# Given bar-delimited: part of the list above.
SMILES | ERAP1 HTS inh | RAD54 branch | PGC1a acetyl inh | miR-122 sensor | PglD DTNB | RAD52 anneal inh | Cneo AK release | E-sel inducer
CC(C)(Oc1ccc(Cl)cc1)C(=O)NNC(=O)c1ccc(Br)o1 | -2 | 2 | / | -5 | 1 | -8 | 4 | -0.1
CC(C)NC(=O)Nc1ccc2c(c1)C(=O)N([C@@H](C)CO)C[C@H](C)[C@H](CN(C)Cc1ccc(C(F)(F)F)cc1)O2 | 1 | -19 | 6 | -7[16.7 µM] | 1 | -11 | -4 | 51*
S=C(Nc1ccccc1Cl)N1CCN(c2ccccn2)CC1 | 0 | 4 | 8 | -8 | -1 | 6 | 0 | /
O=C(NCCO)c1cccc(-c2cnc3cccnn23)c1 | 3 | -4 | / | 0 | 6 | -2 | -1 | 0.5
CC1=NOC(=O)/C1=C\c1ccc(-c2cccc(Cl)c2)o1 | / | 0 | 8 | 2 | -8 | / | -3 | /
